# Caspase-1 inhib: allosteric or competitive inhibitors of human caspase-1; actives 0.03% (n = 75,000); AID 900; Caspase-1 enzyme, Ac-WEHD-AFC fluorogenic rate; P29466; Potency, µM (doses to about 57.5 µM), for inactives: at the top dose activity change, negative = inhibition, most hits filed as inhibitors;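 note: potency is the fitted concentration of half-maximal effect; plate controls were vehicle for no effect and no substrate for full effect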
# Target sequence (P29466 120-297 limits assumed): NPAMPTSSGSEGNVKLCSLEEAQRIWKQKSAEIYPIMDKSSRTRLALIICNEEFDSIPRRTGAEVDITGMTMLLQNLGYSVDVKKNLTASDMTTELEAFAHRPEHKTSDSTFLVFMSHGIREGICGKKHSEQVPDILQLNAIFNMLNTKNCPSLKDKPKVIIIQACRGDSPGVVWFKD
# Target sequence (P29466 317-404 limits assumed): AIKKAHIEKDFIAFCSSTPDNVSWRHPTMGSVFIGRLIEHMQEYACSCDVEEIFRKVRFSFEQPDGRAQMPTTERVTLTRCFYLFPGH
# Caspase-7 inhib: allosteric or competitive inhibitors of human caspase-7 | AID 889 | Potency, µM (doses to about 57.5 µM), without a hit: at the highest dose activity change, negative = inhibition, actives largely listed as inhibitors | actives 0.02% (n = 75,000) | recombinant caspase-7, Ac-DEVD-AFC fluorescence rate; active = well fitted inhibition curve with a large enough effect in the main read-out, with a control signal flat, not every such curve was filed as active; inconclusive = small, poorly fitted or top-dose-only effect, or a change in a side signal; note: potency is the fitted concentration of half-maximal effect; % of control where 0% means no effect
# HEK293 cAMP ctrl: raises cAMP in parental HEK293 cells, TSHR agonist counter-screen; parental HEK293 CNG cAMP sensor, membrane potential fluorescence; Potency, µM (doses to about 57.1 µM), for inactives: at the top dose activation, usual class: activators; actives 2.5% (n = 73,000); AID 938; note: potency is the fitted concentration of half-maximal effect; % of control where 0% means no effect; nearly all actives have a fitted effect of over 55% in size
#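 Parental HEK 293 cells stably expressing a cAMP-gated CNG channel were loaded with membrane potential dye containing 100 uM RO 20-1724 for 60 min. Compound added for 30 min; depolarization read as fluorescence intensity at 590 nm.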
# Rhodamine autofl: compound fluoresces in the rhodamine spectral region; Rhodamine-region fluorescence, 547/598 nm, Tris buffer; hits give high values; max dye-equivalent concentration, M; actives 0.05% (n = 59,000); in the data active = max dye-equivalent concentration above about 11 nM; inconclusive = between about 1.1 nM and that limit
#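 qHTS spectral profiling of compounds without any target or enzyme present, in pH 8.0 Tris buffer; plates were read after a 15-minute room-temperature incubation using the rhodamine-region filter set.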
# Fluorescein autfl: fluorescein region autofluorescence | Compound autofluorescence, 480/540 nm, fluorescein-equivalent; hits give high values | max fluorescein-equivalent concentration, M | actives 0.91% (n = 59,000) | AID 593; in the data active = max fluorescein-equivalent concentration above about 10 nM; inconclusive = between about 1.1 nM and that limit
#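 Values reflect compound autofluorescence, normalized to fluorescein on the same plate and reported at each tested concentration. Conditions: 100 mM Tris pH 8.0, room temperature, 15 min, excitation 480 nm, emission 540 nm.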
# USP2a inhib: inhibitors of human ubiquitin-specific protease USP2a; O75604; USP2a enzymatic assay, qHTS inhibition; Potency, µM (titrated, usually from 38.3 µM), for inactives: at the top dose activity change, negative = inhibition, actives largely listed as inhibitors; actives 0.1% (n = 60,000);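 note: potency is the fitted concentration of half-maximal effect; nearly all actives have a fitted effect of over 60% in size; plate controls were DMSO for no effect and NEM full inhibition control for full effect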
# Target sequence (O75604 whole entry, looked up): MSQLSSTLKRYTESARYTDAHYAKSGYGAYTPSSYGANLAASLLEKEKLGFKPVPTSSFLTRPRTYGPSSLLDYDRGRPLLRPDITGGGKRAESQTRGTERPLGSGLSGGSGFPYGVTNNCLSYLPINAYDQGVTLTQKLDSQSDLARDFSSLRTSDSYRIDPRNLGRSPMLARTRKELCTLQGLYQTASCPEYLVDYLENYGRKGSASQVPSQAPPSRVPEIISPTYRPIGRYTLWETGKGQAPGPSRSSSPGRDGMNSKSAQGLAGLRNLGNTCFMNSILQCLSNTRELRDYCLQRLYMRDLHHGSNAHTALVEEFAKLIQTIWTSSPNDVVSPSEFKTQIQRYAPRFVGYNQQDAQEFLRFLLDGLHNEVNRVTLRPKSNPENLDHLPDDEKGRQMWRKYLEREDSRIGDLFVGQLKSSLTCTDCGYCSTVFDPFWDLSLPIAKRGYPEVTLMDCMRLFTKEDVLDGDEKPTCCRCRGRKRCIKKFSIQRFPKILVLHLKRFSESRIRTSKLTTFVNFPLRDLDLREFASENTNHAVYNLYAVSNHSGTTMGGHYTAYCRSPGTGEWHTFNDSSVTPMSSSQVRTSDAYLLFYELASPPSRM
#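 USP2 core (20 nM final) was preincubated with compound for 30 min at RT in 20 mM Tris-HCl pH 8.0, 2 mM CaCl2, 2 mM beta-mercaptoethanol; Ub-PLA2 (20 nM) plus NBD C6-HPC (20 uM) then added, fluorescence read after 2.5 h.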
# Texas Red fluor: compound fluoresces in the Texas Red spectral region; Compound fluorescence, Texas Red channel, 547/618 nm; hits give high values; max dye-equivalent concentration, M; actives 0.06% (n = 59,000); AID 587; in the data active = max dye-equivalent concentration above about 10 nM; inconclusive = between about 1.1 nM and that limit
#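 Dye-equivalent concentrations come from scaling compound signal (ex 547, em 618 nm) to six Texas Red standard concentrations run on every plate, after 15 min room-temperature incubation in pH 8.0 Tris (100 mM).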
# BRCT PPI green: blocks human BRCA1 BRCT binding to phosphopeptide, green readout; P38398; BRCA1 BRCT-phosphopeptide binding, green fluorescence polarization; Potency, µM (doses to about 76.9 µM), without a hit: at the top dose activity change, negative = inhibition, usual class: inhibitors; actives 0.05% (n = 75,000);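 note: potency is the fitted concentration of half-maximal effect; plate controls were peptide without protein for full effect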
#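 Fluorescence polarization: His-tagged BRCT (~35 kDa BRCA1 C-terminus, 250 nM) bound to 100 nM fluorescein-labeled phosphorylated 10-aa BACH1 peptide, pH 7.3 phosphate buffer with DTT and Tween 20. Compounds incubated 12 min at room temperature; inhibition read as lowered polarization.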
# A350 fluor: compounds fluorescent in Alexa 350 spectral region. Compound autofluorescence, 340/450 nm, Alexa 350 dye-equivalents; hits give high values. max dye-equivalent concentration, M. actives 11% (n = 59,000). AID 590; in the data active = max dye-equivalent concentration above about 10 nM; inconclusive = mostly about 1.1 nM to 9.6 nM
# BRCT PPI red: BRCT-phosphoprotein interaction inhibition (red fluorophore) | P38398 | BRCT-phosphopeptide binding, red fluorescence polarization | Potency, µM (series often up to 76.9 µM), for the others: top-dose activity change, negative = inhibition, hits mostly inhibitors | actives 0.03% (n = 75,000) | AID 892; note: % is set by controls: 0 for no effect and ±100 for the full control effect
#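 Fluorescence polarization: 100 nM His-tagged BRCA1 BRCT with 100 nM TAMRA-labelled phospho-BACH1 decapeptide, phosphate buffer pH 7.3 with 150 mM NaCl, DTT, 0.01% Tween 20; 12 min RT. Binding inhibition seen as FP decrease.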
# 4-MU autofl: compounds fluorescent in 4-MU spectral region. actives 11% (n = 59,000). compound autofluorescence, 340/450 nm, 4-MU equivalents; hits give high values. AID 589. max dye-equivalent concentration, M; in the data active = max dye-equivalent concentration above about 10 nM; inconclusive = mostly about 1.1 nM to 9.6 nM
#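 Compounds in 100 mM Tris, pH 8.0, incubated 15 min at room temperature, then fluorescence read at 340 nm excitation/450 nm emission. Signal converted to 4-MU dye-equivalent concentration using an on-plate six-point 4-MU standard curve.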
# Starred values were filed as active, the others as inactive; i = inactive; ? = inconclusive; nt = not tested or not shown; [ ] = another dose, or the depositor's remark. Unless noted, calls come from the whole dose curve; as a rule, active = well fitted curve in the direction sought with a large enough effect; inconclusive = small, poorly fitted or top-dose-only effect, or another doubt; inactive = no such curve, though single readings can be large; an effect the other way counts as inactive or inconclusive.
SMILES,Caspase-1 inhib,Caspase-7 inhib,HEK293 cAMP ctrl,Rhodamine autofl,Fluorescein autfl,USP2a inhib,Texas Red fluor,BRCT PPI green,A350 fluor,BRCT PPI red,4-MU autofl
CCn1c(SCC(=O)Nc2nc(C)c(C(=O)OC)s2)nnc1C(C)C,1.2%,1.6%,3.1%,i,i,nt,i,-0.8%,i,-0.9%,i
O=C(Oc1cccc(N2C(=O)CCC2=O)c1)C1CC(=O)N(c2ccc(Br)cc2)C1 (stereo unspecified),-0.8%,-1.4%,-1.7%,i,i,5.6%,i,-1.2%,i,1.0%,i
Cc1cc(C(=O)OCC(=O)N2CCN(C(=O)c3ccco3)CC2)c(C)n1-c1ccc(F)cc1,0.0%,-0.8%,17.3%,i,i,33.9%[activator],?,-1.6%,i,-0.9%,i
O=C(NCCCC(=O)N1CCOCC1)c1cccnc1,-2.7%,0.0%,-1.1%,i,?,-4.7%,i,1.1%,i,-1.6%,i
Cc1ccc2nsnc2c1S(=O)(=O)N(CCO)Cc1cc2cc3c(cc2[nH]c1=O)OCCO3,-5.7%,-0.9%,3.5%,i,?,6.1%,i,-1.8%,1.76e-08M*,-7.7%,1.85e-08M*
CSc1nnc(Cc2cc(=O)[nH]c(=O)[nH]2)n1-c1cccc(C)c1,1.1%,1.3%,?,i,?,-5.8%,i,2.2%,i,-0.2%,i
CC(O)c1c(OCc2ccccc2)ncnc1OCc1ccccc1 (stereo unspecified),-2.3%,-3.7%,?,nt,nt,-7.2%,nt,-2.7%,nt,-0.4%,nt
COc1ccc(C(=O)c2ccc(OC)c(N)c2)cc1N,-0.5%,0.7%,13.7%,nt,nt,-5.8%,nt,-1.8%,nt,1.0%,nt
COc1cccc(C(=O)Cn2c(N3CCCCC3)nc3c2c(=O)n(C)c(=O)n3C)c1,-0.3%,-0.4%,-11.0%,i,i,10.1%,i,-0.2%,i,-1.2%,i
Cc1cc(C)n2nc(S(=O)(=O)N(C)c3ccccc3)nc2n1,-1.8%,0.3%,-0.8%,nt,nt,nt,nt,0.8%,nt,-0.7%,nt
O=C(CSc1nc2c(c(=O)n1-c1ccc(Br)cc1)SCC2)Nc1nccs1,0.9%,-1.4%,?,i,i,5.4%,?,-1.7%,i,0.2%,i
CCCCOC(=O)Nc1nc(C)c(C(=O)OCC)s1,-1.6%,-0.6%,?,nt,nt,2.6%,nt,-3.1%,nt,-0.3%,nt
Cc1nc2cnc(Nc3ccccc3)nc2n(CCc2ccccc2)c1=O,-3.7%,-6.1%,?,i,i,28.5%,?,2.0%,i,-0.1%,i
CN(Cc1ccccc1)C(=O)CCC(=O)N(C)Cc1ccccc1,-2.0%,0.2%,3.5%[11.4 µM],nt,nt,8.2%[7.66 µM],nt,-1.0%,nt,-1.5%,nt
Cc1cccc(CSc2nnc(-c3ccco3)n2C)c1,0.1%,-0.9%,17.4%,i,i,2.3%,i,-3.3%,i,-0.2%,i
COCCn1c(=O)c(-c2ccc(Cl)cc2)nc2cnc(OC)nc21,-16.2%,-14.8%,9.5%,i,i,8.9%,i,-2.4%,1.94e-08M*,-1.9%,1.58e-08M*
CCCCNc1c(C(=O)OCC)c(=O)[nH]c2ccccc12,0.1%,2.8%,21.4%,i,i,nt,i,-0.2%,i,0.1%,i
C=CCNC(=O)NC(=O)COC(=O)CCCSc1nc2ccccc2[nH]1,0.4%,-0.1%,7.1%,i,i,4.0%,i,-0.3%,?,-1.4%,i
CCCN1C=CC(=C2C(=O)c3ccccc3C2=O)C=C1,-3.4%,-3.2%,-7.8%,nt,nt,-0.6%,nt,-4.1%,nt,-2.6%,nt
Cc1ccc2cc(C(c3nnnn3C(C)(C)C)N3CCCC3)c(=O)[nH]c2c1C (stereo unspecified),-5.4%,-4.9%,3.4%,i,i,-1.8%,?,0.1%,1.26e-08M*,-0.5%,1.22e-08M*
O=C(O)[C@@H]1CCCN[C@H]1C(=O)O,3.2%,0.5%,11.2%,i,i,4.6%,?,-2.7%,i,1.2%,i
CCOC(=O)C1CCN(S(=O)(=O)c2c(C)n(C)c(=O)n(C)c2=O)CC1,-2.3%,0.4%,26.2%,nt,nt,nt,nt,2.9%,nt,-0.6%,nt
CCN(CC)c1ccc2c(c1)C(=O)N(C)C2=O,-10.7%,-12.4%,0.1%,i,1.13e-08M*,2.8%,?,0.7%,?,0.5%,i
Cc1ccc(N2C(=O)c3ccc(C(=O)NCCN4CCOCC4)cc3C2=O)cc1,2.2%,3.4%,-4.5%,i,i,6.1%,i,-1.9%,i,0.0%,i
Cc1ccnc(N2C(=O)c3ccccc3C2Nc2cccc(C)c2C)c1 (stereo unspecified),-4.2%,1.6%,5.1%,nt,nt,nt,nt,-1.5%,nt,-0.1%,nt
Cn1c(=O)c2c(nc(N3CCCCC3)n2C)n(C)c1=O,-0.3%,0.2%,-9.2%,nt,nt,nt,nt,-2.6%,nt,0.9%,nt
CCOC(=O)c1c(N)sc(C(=O)N2CCCCCC2)c1C,-2.3%,1.2%,?,nt,nt,-0.5%,nt,0.6%,nt,1.1%,nt
c1ccc(-c2nnc3sc(Cc4cccs4)nn23)cc1,nt,nt,nt,i,?,nt,i,nt,i,nt,i
CCCCC#Cc1ccccc1CC(=O)Nc1ccccc1,0.3%,-2.9%,22.9%,nt,nt,nt,nt,-1.0%,nt,-1.9%,nt
Cn1c(SC2C(=O)CC(C)(C)CC2=O)nnc1-c1ccco1,-2.9%,0.6%,4.8%,i,i,-1.7%,i,-1.3%,i,-4.8%,i
C=CCNS(=O)(=O)c1nc(C)c(Cl)c(C)c1C#N,0.9%,0.5%,0.1%,i,i,-1.4%,i,-0.8%,i,-2.1%,i
O=C(NCc1ccc2c(c1)OCO2)C1CCCN1C(=O)Nc1cccc(F)c1 (stereo unspecified),-1.6%,1.7%,5.0%,i,i,-1.7%,i,0.3%,i,-0.7%,i
Cc1nc2cnc(N3CCNCC3)nc2n(C2CC2)c1=O,?,?,4.4%,i,i,30.4%[activator],i,1.2%,1.13e-07M*,-0.6%,9.45e-08M*
Cc1cc(Nc2ccc(F)cc2Cl)n2ncnc2n1,-13.6%,-1.4%,0.8%,nt,nt,nt,nt,1.7%,nt,0.4%,nt
CCN(CC)CCn1c(=S)[nH]c2ccccc2c1=O,-1.9%,0.6%,7.9%[11.4 µM],nt,nt,-3.5%[7.66 µM],nt,0.3%,nt,-0.1%,nt
FC(F)(F)c1cc(-c2ccccc2)nc(-n2cncn2)n1,1.8%,0.8%,5.6%,i,i,13.6%,i,-6.0%,i,0.7%,i
CC(=O)Nc1ccc(Oc2ccc3nc(C)[nH]c3c2)cc1,nt,nt,nt,i,i,nt,?,nt,?,nt,i
Cc1cc(C)c(C(=O)CSc2nnc(-c3ccccc3Br)o2)cc1C,-17.0%,-19.9%,15.8µM*,i,?,0.0%,i,-2.7%,i,-1.2%,i
O=C1c2ccccc2C(=O)N1Cc1nc(-c2ccccc2)no1,-1.4%,-1.8%,4.3%,i,i,3.6%,i,0.0%,i,1.0%,i
CC(CN1CCOCC1)(NS(=O)(=O)c1ccccc1)c1ccccc1 (stereo unspecified),2.6%,-0.4%,-18.2%,i,i,3.7%,?,-0.3%,i,-1.2%,i
Cc1noc(C)c1C(=O)N1CCN(c2ncccn2)CC1,-0.6%,-1.4%,0.8%,i,i,-4.9%,?,0.8%,?,-1.3%,?
N#CCCSCc1ccc2oc(C(=O)O)cc2c1,0.4%,-2.3%,6.3%,i,?,-4.2%,i,-3.0%,i,0.3%,i
CCCC(=O)Nc1cc(OCC)c(NC(=O)NC2CCCCC2)cc1OCC,-1.3%,1.7%[0.00368 µM],2.8%,i,i,0.0%,i,-0.6%,?,-2.1%,i
Cc1cc(C)c(NC(=O)C2CSCCS2)c(C)c1 (stereo unspecified),1.1%,-0.5%,21.1%,i,i,2.5%,i,-1.4%,i,-1.4%,i
Cc1cc(C)cc(N2CC(c3nc4ccccc4n3C)CC2=O)c1 (stereo unspecified),-0.2%,1.1%,3.3%,nt,nt,nt,nt,-0.9%,nt,-0.3%,nt
COc1ccccc1Nc1nc(C2(C)CCC(=O)O2)cs1 (stereo unspecified),-0.6%,1.4%,15.3%,i,?,nt,i,-3.4%,i,1.6%,i
COC(=O)N1CCC2(CCN(C(=O)Nc3cccc(C#N)c3)CC2)CC1,-2.7%,-0.9%,-5.5%,i,i,-10.1%,i,-1.2%,i,-2.0%,i
COc1ccc(CNC(=O)C2CCCN2C(=O)NC2CCCCC2)cc1 (stereo unspecified),-2.2%,0.6%,14.2%,i,i,0.2%,i,-3.6%,3.99e-07M*,-0.2%,5.02e-07M*
CCOc1ccc2[nH]c(=O)c(C(c3nnnn3CCOC)N3CCOCC3)cc2c1 (stereo unspecified),0.3%,-1.9%,6.9%,i,i,11.6%,i,-4.0%,6.87e-07M*,-0.2%,7.21e-07M*
O=C(CSc1nc2ccccc2c(=O)n1Cc1ccco1)N1CCN(c2ccccc2)CC1,-0.1%,-10.1%,?,i,?,29.0%,?,-1.4%,i,-0.6%,i
N#Cc1nc(COc2ccccc2)oc1N1CCOCC1,0.1%,-0.1%,1.5%,i,i,-7.1%,i,-0.6%,i,-1.5%,i

# This is a subset; count on the stated rates, not on these rows.
